Screens (PubChem BioAssay)
PLC-beta3 inh: blocks human PLC-beta3 enzyme activity; inhibition, % at 12.2 µM; Q01970; Purified PLC-beta3, fluorogenic substrate, fluorescence; actives 0.18% (n = 370,000); in the data active means inhibition above about 11%;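 further: 0% = median of compound wells on plate and 100% = full blocker control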
TDP2 absorb: blocks human TDP2 phosphodiesterase activity; O95551; recombinant TDP2, T5PNP hydrolysis, p-nitrophenol absorbance 415 nm; inhibition, % at 12.8 µM; actives 0.34% (n = 370,000); AID 720702;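 active means inhibition above the mean of all tested compounds plus 3 SD, set per campaign, cut at about 25% in these data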;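 further: 0% = DMSO with enzyme and 100% = buffer with substrate but no TDP2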
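Evaluation: % inhibition relative to enzyme-containing and enzyme-free wells. Material: recombinant human TDP2. Benchmarks: enzyme-free and DMSO wells. Timing: enzyme reaction with compound for 2 h at 37 °C. Compound dosing: 12.8 µM only. Measured by: p-Nitrophenol epi absorbance. Reagent: T5PNP substrate at 5 mM, a TopII-DNA adduct mimic. Replication: single well per compound.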
Tn6 DDE FP: inhibitors of Tn6 peptide binding to human fibrin DD(E) | P02675 | Fibrin DD(E) TRITC-Tn6 fluorescence polarization displacement | inhibition, % at 8.3 µM | actives 0.21% (n = 370,000) | AID 720509;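 active means inhibition above a per-campaign cutoff: mean of compounds within control limits plus 3 SD, cut at about 15% in these data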;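 further: 0% = median of all compound wells on the plate and 100% = blocking peptide control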
ARFGAP1 inh: inhibits rat ARF GTPase activating protein 1. Q62848. actives 0.26% (n = 360,000). Arfgap1-stimulated ARF1 GTP hydrolysis, GDP FP detection. inhibition, % at 16.5 µM;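 active means inhibition above a per-plate limit, mean inhibition of low control wells plus 3 SD, cut at about 25% in these data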;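 further: 0% = DMSO wells with enzyme and 100% = wells lacking Arfgap1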
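Assay system: Rat Arfgap1 GAP domain (His6, aa 1-136), purified enzyme | Buffer or medium: HEPES 25 mM pH 7.5, NaCl 150 mM, MgCl2, DTT | Schedule: GTP hydrolysis reaction 2 h at 25 °C | Signal: FP of antibody-bound GDP Alexa 633 tracer, ex 620/em 688 nm | Measure: Percent inhibition of Arfgap1-stimulated GTP hydrolysis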
ADAM17 inh: inhibitors of human ADAM17. actives 0.83% (n = 370,000). P78536. AID 720648. inhibition, % at 6.95 µM. recombinant ADAM17, EDANS/DABCYL FRET peptide cleavage;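 active means inhibition above the mean of compounds lying between control limits plus 3 SD, set per campaign, cut at about 8.5% in these data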;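 further: 0% = DMSO-only wells as the low control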
ASAP1 GAP inh: blocks human ASAP1-stimulated Arf1 GTP hydrolysis | actives 0.19% (n = 360,000) | inhibition, % at 16.5 µM | AID 624377 | GDP FP detection | Q9ULH1; in the data active means inhibition above about 25%;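 further: 0% = vehicle with enzyme and substrate and 100% = no enzyme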
PLCg1 inh: inhibitors of human phospholipase C gamma1; actives 0.84% (n = 370,000); inhibition, % at 12.2 µM; AID 720700; P19174; purified PLC-gamma1, fluorogenic substrate, fluorescence; in the data active means inhibition above about 9.5%
Target sequence (P19174 whole entry, looked up): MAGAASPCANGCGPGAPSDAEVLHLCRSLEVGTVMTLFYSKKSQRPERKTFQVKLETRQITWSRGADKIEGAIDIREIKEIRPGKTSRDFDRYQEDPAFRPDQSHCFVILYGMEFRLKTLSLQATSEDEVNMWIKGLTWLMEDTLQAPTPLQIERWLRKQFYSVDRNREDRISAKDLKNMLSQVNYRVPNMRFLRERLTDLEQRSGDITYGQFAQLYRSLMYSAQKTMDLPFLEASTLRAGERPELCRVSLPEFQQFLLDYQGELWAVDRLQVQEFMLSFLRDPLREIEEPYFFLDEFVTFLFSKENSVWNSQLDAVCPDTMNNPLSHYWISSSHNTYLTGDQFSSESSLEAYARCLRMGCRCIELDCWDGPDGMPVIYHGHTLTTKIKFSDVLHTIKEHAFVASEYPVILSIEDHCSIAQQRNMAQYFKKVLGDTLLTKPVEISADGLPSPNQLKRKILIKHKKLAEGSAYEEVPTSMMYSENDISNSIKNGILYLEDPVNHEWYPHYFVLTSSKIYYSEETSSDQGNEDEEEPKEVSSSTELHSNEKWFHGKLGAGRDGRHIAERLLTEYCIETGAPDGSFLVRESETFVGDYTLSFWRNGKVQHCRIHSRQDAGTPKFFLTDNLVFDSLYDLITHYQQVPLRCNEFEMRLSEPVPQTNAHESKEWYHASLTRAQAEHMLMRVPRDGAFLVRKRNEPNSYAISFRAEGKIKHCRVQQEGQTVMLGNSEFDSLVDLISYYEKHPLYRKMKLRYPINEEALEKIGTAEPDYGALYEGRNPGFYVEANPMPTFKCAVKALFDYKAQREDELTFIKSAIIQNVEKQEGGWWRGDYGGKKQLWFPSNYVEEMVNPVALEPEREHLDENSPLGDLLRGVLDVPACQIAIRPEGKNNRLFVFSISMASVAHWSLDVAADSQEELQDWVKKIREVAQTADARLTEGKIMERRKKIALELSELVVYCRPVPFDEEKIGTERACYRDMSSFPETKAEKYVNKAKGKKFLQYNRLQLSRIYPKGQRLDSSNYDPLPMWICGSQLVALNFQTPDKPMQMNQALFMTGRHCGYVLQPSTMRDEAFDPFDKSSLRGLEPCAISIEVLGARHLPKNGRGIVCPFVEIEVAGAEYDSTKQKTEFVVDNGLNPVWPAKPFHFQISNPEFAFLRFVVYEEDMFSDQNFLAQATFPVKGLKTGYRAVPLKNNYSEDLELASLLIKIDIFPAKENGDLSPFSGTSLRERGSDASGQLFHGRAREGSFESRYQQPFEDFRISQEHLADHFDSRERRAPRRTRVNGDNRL
DDE Tn7 FP inh: DD(E)-Tn7 binding inhibition, primary FP screen; inhibition, % at 8.3 µM; actives 0.13% (n = 370,000); FP displacement of FITC-Tn7 peptide from fibrin DD(E); 0% = median of compound wells per plate;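 active means inhibition above the mean of compounds falling within the control limits plus 3 SD of them, cut at about 14% in these data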;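 further: 0% = plate median of compound wells and 100% = 10 µM Aha-Tn7 peptide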
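Also added: labelled Tn7 tracer, 0.1 µM; Assay system: human fibrin DD(E) protein; Amount: 2 µM fibrin DD(E); Schedule: 10 min compound pre-incubation, 3 h probe incubation at room temperature; Repeats: one replicate per compound; Read-out basis: percent inhibition; Measured by: fluorescence polarization of the labelled Tn7 tracer.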
ADAM10 inh: inhibitors of human ADAM10. O14672. recombinant ADAM10, EDANS/DABCYL FRET peptide cleavage, 3 h. inhibition, % at 7 µM. actives 0.62% (n = 370,000);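 active means inhibition above a per-campaign cutoff equal to the mean of compounds falling between control-based bounds plus 3 SD, cut at about 20% in these data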;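 further: 0% = DMSO wells while the 100% control is not disclosed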
SIAE primary: human SIAE inhibition, primary screen | Q9HAT2 | SIAE FP-Rh probe binding, fluorescence polarization | inhibition, % at 9.66 µM | actives 0.69% (n = 370,000);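 active means inhibition above a cutoff: mean of compounds within the control limits plus 3 SD of those, cut at about 17% in these data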;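 further: 0% = plate median of compound wells and 100% = probe without SIAE protein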
* hit, by the source's call; i = inactive.

structure	TDP2 absorb	Tn6 DDE FP	PLC-beta3 inh	ASAP1 GAP inh	ADAM10 inh	ADAM17 inh	SIAE primary	DDE Tn7 FP inh	PLCg1 inh	ARFGAP1 inh
O=c1[nH]c(C2CCN(S(=O)(=O)c3ccc4c(c3)OCCO4)CC2)nc2c1nnn2Cc1ccccc1	18	0	-6	6	4	1	-4	-6	1	-5
O=C(Oc1ccccc1C(=S)N1CCOCC1)c1ccc([N+](=O)[O-])cc1[N+](=O)[O-]	7	-2	-2	-4	-13	3	1	-1	3	2
CC(OC(=O)CNC(=O)c1ccc(Cl)c([N+](=O)[O-])c1)C(=O)NCc1ccco1 (stereo not drawn)	-4	3	-3	-7	0	0	4	4	-3	10
CCc1cc2c(=O)c(-c3nc(C)cs3)c(CCCC(=O)O)oc2cc1O	2	-5	-25	-13	-7	-6	3	4	-24	11
FC(F)(F)c1cccc(N2CCc3cn[nH]c32)c1	-2	-7	-1	2	6	5	4	5	1	5
Cc1ccc(CN2CCN(Cc3cccn3-c3ccccn3)CC2CCO)o1 (stereo not drawn)	3	6	0	-5	-2	-4	4	0	-2	-5
Cc1cc(C(=O)OCC(=O)NCc2ccc(Cl)cc2Cl)c(C)o1	-3	12	-5	-3	-2	-1	-7	2	-1	22
COc1ccc(CN2C(=O)C(CC(=O)NC3CCCCC3)CC(C(=O)N(C)C)=C2C)cc1 (stereo not drawn)	6	1	0	-18	-10	-7	6	4	0	-7
CCOc1ccc(C(=O)/C=C/Nc2ccc(S(=O)(=O)Nc3onc(C)c3C)cc2)cc1	0	-1	-25	-1	2	8	-1	-3	-17	-2
COC(=O)N/N=C/c1cc(Cl)cc(Cl)c1OCc1ccc(F)cc1	8	7	4	0	-3	-3	-7	3	0	3
COCc1n[nH]c(=S)n1-c1cccc2ccccc12	-11	2	0	-11	4	2	2	-3	2	-3
COc1ccc(N2CC(O)(c3ccc(OC(F)F)cc3)[N+]3=C2CCCC3)cc1 (stereo not drawn)	-19	-7	-6	10	-8	-2	-2	-1	1	2
C=CCn1c(=O)/c(=C/c2ccc(Cl)cc2)s/c1=C(/C#N)c1nnc2n1CCCCC2	-6	-7	-20	-4	-1	-3	-5	8	-6	3
CSc1nc(NS(=O)(=O)c2cc(C)c(Cl)cc2Cl)nn1C	-9	-7	-2	1	-1	3	-3	-5	0	0
O=C(Nc1nnc(Cc2ccc([N+](=O)[O-])cc2)s1)Nc1ccccc1F	-5	6	-2	-3	-1	2	-7	2	0	60*
CCOc1ccccc1Oc1c(C)oc2cc(OC(=O)N3CCOCC3)ccc2c1=O	-3	3	1	8	-19	-2	2	4	2	2
C=CCN(c1nc(C)cc(OC)n1)S(=O)(=O)c1ccccc1	4	1	-3	-7	2	4	5	-8	3	7
O=C(CSc1nnc(-c2cccnc2)n1Cc1ccccc1)NCc1ccccc1	7	-4	-1	2	2	-5	-4	-2	-7	-3
Cc1cc(C)nc(NC(=O)CCC2CCCC2)c1	-17	-5	4	-4	8	4	-4	-6	9	3
Cc1cccc(-n2cc(C#N)c(=O)[nH]c2=O)n1	2	12	-1	3	3	-4	-1	6	3	3

Sorted by number of heavy atoms (ascending): 3 of the compounds above.
structure	TDP2 absorb	Tn6 DDE FP	PLC-beta3 inh	ASAP1 GAP inh	ADAM10 inh	ADAM17 inh	SIAE primary	DDE Tn7 FP inh	PLCg1 inh	ARFGAP1 inh
C=CCN(c1nc(C)cc(OC)n1)S(=O)(=O)c1ccccc1	4	1	-3	-7	2	4	5	-8	3	7
O=C(Nc1nnc(Cc2ccc([N+](=O)[O-])cc2)s1)Nc1ccccc1F	-5	6	-2	-3	-1	2	-7	2	0	60*
CCOc1ccccc1Oc1c(C)oc2cc(OC(=O)N3CCOCC3)ccc2c1=O	-3	3	1	8	-19	-2	2	4	2	2

The results go on.
structure	TDP2 absorb	Tn6 DDE FP	PLC-beta3 inh	ASAP1 GAP inh	ADAM10 inh	ADAM17 inh	SIAE primary	DDE Tn7 FP inh	PLCg1 inh	ARFGAP1 inh
CCCCCCC(=O)N1C/C=C\C(c2ccc(OC)cc2)N(Cc2ccc(F)cc2)C(=O)C1 (stereo not drawn)	0	0	0	8	16	2	0	-4	2	4
CCc1ccc(CN(C)C(=O)CCc2nnc(CCc3ccccc3OC)o2)nc1	8	0	-10	-9	-3	-5	-8	1	-4	6
CCCc1cc(=O)oc2c(CN3CCOCC3)c(O)ccc12	5	1	i	8	i	i	4	-4	i	12
CC(=O)Nc1ccc(S(=O)(=O)N(C)CC(=O)OCC(=O)N2CCCC2=O)cc1	1	0	1	5	-4	-1	7	0	-2	-8
CN(C)S(=O)(=O)c1ccc(C(=O)NCc2nnc(SCC(=O)NCc3ccco3)o2)cc1	12	-7	-6	-9	-2	0	-5	-1	2	-4
CC(=O)Nc1ccc(NC(=O)C2CCCCN2S(=O)(=O)c2ccc(C(C)(C)C)cc2)cc1 (stereo not drawn)	2	2	-4	4	10	4	-1	2	-1	-5
Cc1cc(C=O)c(C)n1-c1ccc(N2CCOCC2)c([N+](=O)[O-])c1	-8	-5	3	-8	-11	0	3	-7	3	13
COc1cccc(NC(=O)CCN2CCN(c3ccccc3F)CC2)c1	11	-4	3	17	-3	-1	5	6	1	4
COC(=O)C1(C)NC(c2ccccc2OC)C2C(=O)N(c3ccccc3)C(=O)C21 (stereo not drawn)	1	3	1	0	0	3	2	-4	0	-4
O=C(CSc1ccccc1)NNC(=O)c1ccccc1O	-7	-6	-27	0	-49	-19	9	0	-22	-1
CC(NC(=O)c1cccc(C(F)(F)F)c1)C1CCCO1 (stereo not drawn)	-7	-2	4	-3	9	1	5	3	1	5
O=C(COc1ccccc1)N(Cc1cccc(F)c1)C1CCS(=O)(=O)C1 (stereo not drawn)	5	-3	-8	4	-7	-4	6	-1	-1	6
CCCOc1cccc(C(=O)N/N=C/c2coc3ccccc3c2=O)c1	-11	4	-7	-6	-1	0	1	-2	-1	-9
CN(CCC#N)C(=O)COC(=O)c1ccc(Cl)cc1O	-11	-8	0	2	0	-1	0	-3	2	1
Cc1c(N=C2SCC(=O)N2c2c(C)n(C)n(-c3ccccc3)c2=O)c(=O)n(-c2ccccc2)n1C	-7	2	-1	-1	1	-3	1	-1	-2	-1
CCOC(=O)N1C2=NC(C(=O)OC)=C(C(=O)OC)[C@@H]3N(C)c4ccc(OC)cc4[C@]23C[C@H]1C(=O)OC	-8	5	1	-10	-3	-3	-5	7	1	3
Cc1cc(C)nc(SCCS(=O)(=O)Cc2ccccc2)n1	-5	3	5	0	-3	-3	0	-1	-2	-3
Cc1cc(NS(=O)(=O)c2ccc(NC(=S)NC(=O)c3ccc(F)cc3)cc2)no1	-3	9	1	4	0	-4	0	5	-2	-6
O=C(NCCc1ccccc1)c1ncn[nH]1	-8	-5	2	3	7	-2	-6	-4	0	8
COc1cc2ccccc2cc1C(=O)O	-3	-11	-39	-10	-33	-13	9	4	-36	8
COc1cccc(-c2nn(C)c3sc(C(=O)NCc4ccccn4)cc23)c1	-14	6	-144	-1	-203	-59	-21	0	-108	4
N=c1c(C(=O)NC2CCCC2)cc2c(=O)n3ccccc3nc2n1Cc1ccccc1	-1	-3	-301	14	i	-405	-1	-4	-218	1
O=C(Oc1ccc2c(c1)OCO2)C12CC3CC(CC(C3)C1)C2	4	5	1	-4	2	-4	-3	1	-1	6
COc1cc(-c2ccccc2)[nH]c(=S)n1	-8	12	-1	4	-2	-1	0	8	1	-2
COc1cccc(NC(=O)c2ccc(Cn3cc([N+](=O)[O-])cn3)o2)c1	12	-6	3	-6	5	0	-5	3	1	-7
COc1cc(Nc2ccn3nc(-c4ccccc4Cl)cc3n2)cc(OC)c1OC	4	5	-65	19	-433	-113	13	4	-45	19
Cc1nc2c(C#N)cnn2c2c1CCN2CC1CCCO1 (stereo not drawn)	-10	1	-107	-1	-195	-71	4	-2	-67	1
COc1cc(Cl)ccc1OCc1cc(C(=O)N(C)C2CC(C)(C)NC(C)(C)C2)no1	0	-2	-9	-17	-7	-2	6	2	0	5
COc1cccc2c(Cl)c(CC=C(Cl)Cl)c(C)nc12	-4	4	-14	7	0	-1	-5	2	-5	5
O=[N+]([O-])c1ccccc1N(S(=O)(=O)c1ccccc1)S(=O)(=O)c1ccccc1	2	-3	1	9	-9	-2	-2	-5	4	0
CCn1c(=O)c2ccccc2n(Cc2ccc([N+](=O)[O-])cc2)c1=O	9	-3	-8	1	-3	-6	2	3	0	-4
CC(=O)Oc1ccc(N(C(C)=O)S(=O)(=O)c2ccc(C)cc2)c2ccccc12	1	-6	-10	-1	2	0	-3	5	-5	3
CCOC(=O)[C@]12CCCC=C1N(CCc1ccc(OC)c(OC)c1)C(=O)[C@H](CC(=O)N1CCN(C(=O)C3CC3)CC1)C2	-1	4	2	-6	1	-1	0	-12	1	3
CN(C)C(CNC(=O)c1ccc(C2SCCS2)cc1)c1ccccc1 (stereo not drawn)	-4	-6	-7	-9	-3	0	3	-2	-2	6
CCOC(=O)CSc1nnc(-c2cccc(Cl)c2)n1CC	2	2	-3	-4	-15	-4	9	4	0	-5
CCN(CC)C(=O)CSc1nc(-c2cccs2)cc(-c2cccs2)c1C#N	7	3	-6	-2	-38	-12	-9	-4	-3	1
C1CN=C(NC23CC4CC(CC(C4)C2)C3)C1	-4	3	1	1	3	2	4	1	-3	0
N#CC1=C(C2CC2)CC(c2ccccc2)C(C#N)=C1N (stereo not drawn)	3	7	-269	2	i	-170	8	1	-208	0
CCCNC(=O)C1(C)CCN1C(=O)Cc1ccc(C(C)(C)C)cc1 (stereo not drawn)	4	-6	-1	-3	-4	-4	5	-2	-1	1
CCN(CC(=O)Nc1c(F)cccc1F)C(=O)c1ccc(N2C(=O)c3ccccc3C2=O)cc1	4	-7	-7	6	-10	-1	0	0	2	2
O=C(CCCCCn1c(=S)[nH]c2ccccc2c1=O)NCc1ccc2c(c1)OCO2	-20	-8	7	5	12	7	3	-5	5	-4
COC(=O)[C@@]1(Cc2ccc(OC)cc2)[C@H]2c3cc(C(=O)N4CCCC4)n(Cc4cc(C)n(C)n4)c3C[C@H]2CN1C(=O)c1ccccc1	2	-3	-11	-2	-12	-3	8	-4	-5	1
CNC(=S)N(Cc1cc2cc(C)ccc2n2nnnc12)CC(C)(C)CN(C)C	-8	11	-3	-1	10	-2	-4	-5	2	-8
CCCSc1ccc([C@H]2N[C@@](Cc3ccccc3)(C(=O)OC)[C@H]3C(=O)N(C)C(=O)[C@@H]23)cc1	1	-4	-2	4	0	-4	-3	-6	-1	10
